Compound activity: PubChem BioAssay, several laboratories
PfM18AAP inh = blocks P. falciparum M18 aspartyl aminopeptidase | recombinant PfM18AAP, H-Glu-NHMec fluorogenic cleavage | inhibition, % at 7.35 µM | 290,000 tested, 1.2% active;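 active = inhibition above the campaign mean inhibition over all tested compounds plus 3 SD, cut at about 28% in these data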;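 also: 0% = plate median of test compound wells and 100% = 2 mM ZnCl2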
GalR3 antag = human GalR3 antagonism. 360,000 tested, 0.44% active. O60755. inhibition, % at 3 µM. HEK293 GalR3-CNG cAMP membrane potential fluorescence; galR3 body fused to GalR1 C-terminus;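 active = inhibition above the screen-wide average plus 3 SD, cut at about 13% in these data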;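 also: forskolin and galanin both at EC90 stimulate the cells; cAMP rise reported by CNG channel membrane potential dye signal; 0% = forskolin plus galanin with DMSO and 100% = forskolin alone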
Target sequence (O60755 1-299 limits assumed): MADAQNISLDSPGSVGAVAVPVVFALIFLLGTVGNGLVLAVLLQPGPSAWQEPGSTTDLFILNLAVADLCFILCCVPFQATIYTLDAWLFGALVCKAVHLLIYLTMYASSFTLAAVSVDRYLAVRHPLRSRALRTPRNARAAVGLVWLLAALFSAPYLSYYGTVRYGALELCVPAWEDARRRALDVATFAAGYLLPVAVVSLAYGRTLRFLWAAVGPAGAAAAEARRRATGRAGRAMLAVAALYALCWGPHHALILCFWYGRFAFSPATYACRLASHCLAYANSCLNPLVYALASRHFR
GPR7 antagonist = antagonists of human GPR7 (neuropeptides B/W receptor 1) | AID 1861 | P48145 | GPR7-expressing cells, fluorescence antagonist assay | inhibition, % at 4.4 µM | 290,000 tested, 1.1% active; in the data active = inhibition above about 16%, passing the limit was not always enough;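 also: cells stimulated with the agonist NPW; 0% = agonist with vehicle and 100% = vehicle without agonist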
Target sequence (P48145 whole entry, looked up): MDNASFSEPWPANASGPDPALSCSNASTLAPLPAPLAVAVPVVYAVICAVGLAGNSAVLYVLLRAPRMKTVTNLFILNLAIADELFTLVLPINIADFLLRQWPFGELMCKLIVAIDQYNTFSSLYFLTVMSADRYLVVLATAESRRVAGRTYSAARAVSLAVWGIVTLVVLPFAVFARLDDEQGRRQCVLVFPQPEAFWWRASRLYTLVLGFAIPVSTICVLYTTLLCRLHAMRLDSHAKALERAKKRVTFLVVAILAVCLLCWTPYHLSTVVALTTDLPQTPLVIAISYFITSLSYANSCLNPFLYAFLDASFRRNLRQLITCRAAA
NALP1 yeast inh = blocks the NALP1 inflammasome reconstituted in yeast. S. cerevisiae NALP1/ASC/caspase-1 growth, X-gal OD620, 72 h. inhibition, % at 10 µM. 280,000 tested, 0.61% active; in the data active = inhibition mostly above about 24%, no sharp cut-off; inactive = mostly below about 32%; also: some compounds called inactive have numbers as strong as hits
OXTR potentiate = potentiates the human oxytocin receptor response. CHO-OTR cells, Fluo-8 calcium fluorescence, potentiator mode; 0% = oxytocin EC15, 100% = EC100. AID 2445. activation, % at 3 µM. 320,000 tested, 0.061% active;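 active = activation above that plate's cutoff, the mean activation of tested compounds plus 3 SD, cut at about 6.6% in these data, passing the limit was not always enough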;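 also: 100% uses oxytocin at 75 nM as the full agonist control; some results filed as inactive read as strong as hits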
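Assay system: CHO-OTR cells, human receptor / Also added: oxytocin at about EC15, sub-maximal agonist stimulus / Dosing: single dose, 3.0 µM nominal final compound concentration / Incubation: 6 min pre-incubation, 100 s read / Technique: Fluo-8 calcium dye fluorescence / Read-out: % activation vs EC15 and EC100 oxytocin / Benchmarks: EC15 oxytocin low, 75 nM oxytocin high / Replicates: singlicate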
MEKK2 mut-MEK5 = signal of MEK5 binding to mutant human MEKK2 PB1 domain. bead flow cytometry, Alexa488-MEK5 binding to MEKK2 mutant. 290,000 tested, 0.35% active. percent response, % at 10 µM. AID 1530; in the data active = percent response above about 24%, passing the limit was not always enough; also: inactives centre near 1; some results filed as inactive read as strong as hits; reference of the scale not given here
OXTR agonist = human OXTR agonism. P30559. CHO-OTR cells, Fluo-8 calcium fluorescence; normalized: DMSO 0%, oxytocin 100%. activation, % at 3 µM. 320,000 tested, 0.32% active. AID 2435;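 active = activation above the mean of all tested compounds plus 3 SD, cutoff set per screening run, cut at about 20% in these data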;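 also: peak over basal fluorescence ratio from a 100 s FLIPR kinetic read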
MEKK2wt PB1 HTS = raises or lowers MEK5 binding to wildtype human MEKK2 PB1 domain. bead flow cytometry, Alexa488-MEK5 binding to MEKK2 WT; actives lie on both sides. binding response (% of control), % at 10 µM. 290,000 tested, 1.1% active; in the data active = binding response below about 67% or above about 130%
V1R ag counter = activates human V1a receptor in oxytocin agonist counter-screen. CHO-V1R cells, Fluo-8 calcium fluorescence, agonist mode; 0% DMSO, 100% 3 nM vasopressin. activation, % at 3 µM. 320,000 tested, 0.25% active. AID 2797;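 active = activation above the mean activation of all tested compounds plus 3 SD, per screening run, cut at about 20% in these data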;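 also: signal is peak over basal fluorescence ratio across a 100 second FLIPR read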
Target sequence (P37288 whole entry, looked up): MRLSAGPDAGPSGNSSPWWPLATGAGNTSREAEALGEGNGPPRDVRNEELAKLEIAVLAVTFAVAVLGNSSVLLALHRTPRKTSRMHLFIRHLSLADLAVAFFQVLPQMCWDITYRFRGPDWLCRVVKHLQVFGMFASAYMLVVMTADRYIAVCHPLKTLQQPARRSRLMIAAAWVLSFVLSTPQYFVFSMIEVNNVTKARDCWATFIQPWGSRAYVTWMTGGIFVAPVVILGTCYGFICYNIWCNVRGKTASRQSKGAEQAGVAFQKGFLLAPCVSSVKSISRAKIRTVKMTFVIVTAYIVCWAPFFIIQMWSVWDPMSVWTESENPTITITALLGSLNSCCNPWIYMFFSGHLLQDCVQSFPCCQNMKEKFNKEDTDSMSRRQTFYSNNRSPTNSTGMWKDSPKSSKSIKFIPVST
The depositor's hits bear a star; nt = no result given. Hits appear at their usual frequency; about 4.1% have a hit in one of these screens.

SMILES	PfM18AAP inh	GalR3 antag	GPR7 antagonist	NALP1 yeast inh	OXTR potentiate	MEKK2 mut-MEK5	OXTR agonist	MEKK2wt PB1 HTS	V1R ag counter
Cc1ccc(S(=O)(=O)CC(O)COc2ccccc2C#N)cc1 (configuration not stated)	3	-4	-8	11	-4	0	4.6	104	0.7
CC(=O)c1ccc(N2CCN(S(=O)(=O)c3cccc4nonc34)CC2)cc1	-6	0	-5	22	-5	22	3.4	123	2.6
COc1ccc(NS(=O)(=O)c2cccc(NC(=O)COc3ccc(OC)cc3)c2)cc1	-2	-7	9	nt	-8	-34	13	71	8.2
CCOC(=O)c1cc(C(=O)OCC)c(=O)[nH]c1N1CCCC1	-3	-1	-9	0	-5	-22	-1.0	76	0.3
On1nnc2ccccc21	6	-1	-17	nt	-3	-29	1.4	90	1.1
COc1cc(OC)cc(-c2nnc(SCC(=O)NCc3cccs3)o2)c1	-1	-7	4	19	2	9	-0.8	105	-0.2
COc1ccccc1OC(C)C(=O)N1CCN(Cc2ccc3c(c2)OCO3)CC1 (configuration not stated)	-10	-9	-2	-20	-8	-1	0.8	101	-0.1
CC[C@]1(c2ccccc2OC)ON(c2ccccc2C(F)(F)F)C1=O	nt	-4	nt	nt	-3	nt	0.5	nt	-1.0
COc1ccc(CN2CCC(C(=O)N3CCN(c4ccccc4F)CC3)CC2)cc1OC	0	-4	-8	11	-15	8	0.3	109	1.1
Cn1c(SC2CCCCC2=O)nnc1-c1ccncc1 (configuration not stated)	2	-6	-5	1	-3	-1	-0.3	101	-0.8
C#CCN(C(=O)c1ccc(OC)c(OC2CCN(C(C)C)CC2)c1)C1CCCCC1	-8	-1	-9	6	nt	1	nt	105	nt
CCNC(=S)N(CCc1c(C)[nH]c2ccc(OC)cc12)Cc1cccnc1	0	7	-8	15	-3	8	-0.6	105	0.4
Cc1ccccc1NC(=O)COc1ccc(Br)cc1CNCCCO	-3	-2	8	-16	-1	-6	1.1	98	0.9
Cc1nc2ncnn2c(C)c1CCC(=O)Oc1ccccc1	-6	-4	-1	-1	2	-2	1.2	105	0.4
CN1C(=O)NC(c2ccc(O)cc2)C2=C1CN(c1ccccc1)C2=O (configuration not stated)	4	1	-12	nt	5	5	0.3	108	0.5
Cc1ccc([C@@H]2CC=C(C(=O)O)[C@H](c3ccccc3F)N2S(=O)(=O)c2ccc(C)cc2)cc1	nt	-1	nt	nt	-18	nt	-0.7	nt	0.4
CCOc1ccccc1N1CCN(Cc2cccc(OC)c2OC)CC1	-6	-5	-6	-5	4	-11	0.4	87	1.1
Cc1ccc2nc(Nc3nc(CSc4nnc(C)s4)cc(=O)[nH]3)nc(C)c2c1	-8	-8	0	-13	-8	-10	-2.0	87	-2.0
CC(C)C(CO)N1CCN(Cc2ccccc2)CCC1=O (configuration not stated)	nt	2	nt	1	-4	6	-0.4	102	1.9
CN(C)S(=O)(=O)c1ccc(C(=O)N(c2ccccn2)c2ccccn2)cc1	-17	-7	-6	nt	0	-2	0.8	99	0.4
Cc1ccc(C2N(c3ccc(Cl)cc3)C(=O)N3CCCN23)cc1 (configuration not stated)	-3	-6	-14	41	-1	11	-2.6	101	-0.2
CCN(C(=O)COC(=O)/C=C/c1ccc(OC(F)F)c(OC)c1)C1CCS(=O)(=O)C1 (configuration not stated)	nt	0	nt	nt	-5	nt	1.1	nt	1.2
O=C(c1ccco1)N1CCN(C(=O)c2cnn(-c3ccc(Cl)cc3)c2C2CCNCC2)CC1	4	-12	-5	0	-12	5	-1.0	103	0.1
CCOC(=O)C1=C(C)N=C2c3ccccc3C(=O)C2C1c1ccc(Cl)cc1 (configuration not stated)	8	3	-6	-5	-10	2	-2.1	105	-1.0
Cc1ccc(C(=O)Nc2cccc(C(=O)NCc3ccccc3)c2)o1	1	-5	-11	1	-2	-2	0.6	93	0.9
CCC(c1nnc(SCC(=O)Nc2nnc(-c3ccccc3)o2)o1)N(C)C (configuration not stated)	69*	-7	3	3	-4	4	1.4	102	0.9
CCNC(=O)C1CC(=O)N(Cc2ccc(F)cc2)C(=Nc2ccc(OC)cc2)S1 (configuration not stated)	-7	3	-13	5	-7	2	3.5	104	1.0
Nc1nc(-c2cccc(NS(=O)(=O)c3ccccc3)c2)cs1	-4	-11	-11	30	-15	-12	7.3	85	6.9
N/C(=N/O)c1nc(N2CCCCC2)nc(N2CCCCC2)n1	-8	-6	-18	4	-4	2	-2.5	101	-1.5
CC(=O)c1ccc(NC(=O)C2=CC(c3ccc4c(c3)OCO4)=NS(=O)(=O)N2C)cc1	0	-9	-4	5	-10	4	5.0	99	6.5
C(#CCN1CCOCC1)COCCOC(c1ccccc1)c1ccccc1	-1	-6	-4	30	-5	3	-1.6	103	-1.7
O=C(Nc1c(C(=O)N2CCOCC2)cnn1-c1ccccc1)c1cccc(F)c1	-5	2	-10	0	-7	8	-0.9	107	-0.1
Cc1ccc(NC(=S)N(CCCN2CCCC2)Cc2cccn2Cc2ccc(Cl)cc2)cc1	-11	6	17	-13	2	57*	3.5	181*	1.5
N#Cc1c(NC(=S)NC(=O)Cc2cccs2)sc2c1CCCCC2	5	-5	-16	0	-7	nt	0.3	nt	1.0
CCN1CCCC1CNCc1ccccc1OCc1ccc(F)cc1 (configuration not stated)	-6	-5	3	20	-9	5	-0.9	107	2.5
CCCCn1c(N)c(N(CCOC)C(=O)c2ccc3c(c2)OCCO3)c(=O)[nH]c1=O	nt	-4	nt	nt	3	nt	1.0	nt	0.4
COc1ccccc1N1CCN(C(=O)c2ccccc2Oc2ccccc2)CC1	-5	3	-3	14	-18	-11	-0.6	97	0.8
CC1(NC(=O)Cc2c(F)cccc2Cl)CCS(=O)(=O)C1 (configuration not stated)	nt	-1	nt	nt	2	nt	0.5	nt	0.5
CN(Cc1cccs1)C(=O)CNC(=O)c1ccco1	-9	3	2	5	-5	4	-0.4	95	-1.0
O=C(c1cc(COc2ccc(F)cc2F)on1)N1CC2C[C@@H]3CC1C[C@H](C2)C3	2	-1	5	10	-23	9	-0.6	103	0.3
CC(C)C(C(=O)NCc1ccco1)N(C(=O)CNS(=O)(=O)c1ccccc1)c1ccccc1 (configuration not stated)	3	4	-12	3	-7	-3	-1.3	93	-1.0
CC(C)(C)c1nc(SCC(=O)Nc2ccc3c(c2)OCCO3)c2ccccc2n1	2	11	-7	-6	-5	-1	-1.1	93	-0.8
Cc1ccc(C(=O)/C=C/Nc2cccc(O)c2)cc1	12	-3	-8	7	2	5	0.3	99	-0.4
CC(C)(C)CC(=O)Nc1nnc(SCC(=O)NCc2cccs2)s1	-1	-5	-3	1	-12	-6	-0.5	92	-0.2
COc1cc2nc(SCc3ccc(Cl)cc3Cl)n(Cc3cccs3)c(=N)c2cc1OC	1	-4	-1	-3	-5	-5	0.0	90	0.1
COc1ccc2c(CC(=O)Nc3ccccc3N3CCOCC3)coc2c1	-22	-3	-2	10	-3	-17	-0.2	66	-0.8
Cc1ccc2nc3n(c(=O)c2c1)CCC3	-1	-4	-5	-15	-4	-3	-0.1	90	0.3
O=C(CSc1nnc(C2CC2)n1Cc1ccccc1)N1CCNC1=O	nt	-1	nt	nt	-7	nt	0.7	nt	1.1
Cc1cc(C(=O)CCC(=O)NCC2COc3ccccc3O2)c(C)s1 (configuration not stated)	nt	0	nt	nt	-4	nt	-2.1	nt	-1.0
COc1ccc(SC[C@H](Cc2ccccc2)N2CC[C@@H](C(C)(C)C)CCC2=O)cc1	nt	-8	nt	nt	0	nt	-0.8	nt	-1.1

Additional records:
SMILES	PfM18AAP inh	GalR3 antag	GPR7 antagonist	NALP1 yeast inh	OXTR potentiate	MEKK2 mut-MEK5	OXTR agonist	MEKK2wt PB1 HTS	V1R ag counter
O=C(Nc1ccc(-c2ccc([N+](=O)[O-])cc2)cc1)c1ccccc1F	-1	2	10	-2	-13	-15	1.6	94	1.1
CC(=O)c1c(O)c2ccccc2n(C2CCCCC2)c1=O	-7	-3	-18	9	-13	1	-2.5	101	-1.0
COc1ccc(OC)c(NC(=O)c2cc(S(=O)(=O)N3CCCCC3)c[nH]2)c1	1	nt	-2	13	-1	0	-0.6	102	-0.3
O=C(CN1CCN(Cc2ccc(F)cc2Cl)C1=O)NCCc1ccccc1	2	-3	-3	-15	-5	9	-0.8	113	0.0
Nc1cc(=O)[nH]c2nnc(SCC(=O)Nc3cccc4ccccc34)n12	3	-6	6	1	1	7	-0.1	98	-0.1
O=S(=O)(NN=C1CCCCCC1)c1ccccc1	12	-1	-10	-3	-10	3	-0.8	104	0.1
CC(C)c1cc(C(=O)N2CCCC(N3CCN(c4ccc(F)cc4)CC3)C2)n(C)n1 (configuration not stated)	1	-7	-12	2	nt	3	nt	99	nt
COc1ccc(/C=C/C(=O)NCc2ccc3c(c2)OCO3)cc1OC	nt	3	nt	nt	3	nt	-0.7	nt	0.1
CCOCCSc1nc2c(c(-c3cccs3)c1C#N)CC/C2=C/c1cccs1	-5	-2	-1	9	-8	-1	-0.9	71	-0.8
Cc1ccc(C)c(N)c1	nt	-4	nt	nt	-5	nt	1.2	nt	1.0

Continued (2 carried over from the part before).
SMILES	PfM18AAP inh	GalR3 antag	GPR7 antagonist	NALP1 yeast inh	OXTR potentiate	MEKK2 mut-MEK5	OXTR agonist	MEKK2wt PB1 HTS	V1R ag counter
CCOCCSc1nc2c(c(-c3cccs3)c1C#N)CC/C2=C/c1cccs1	-5	-2	-1	9	-8	-1	-0.9	71	-0.8
Cc1ccc(C)c(N)c1	nt	-4	nt	nt	-5	nt	1.2	nt	1.0
Cc1[nH]c2ccccc2c1C(=O)C(=O)N1CC(C)OC(C)C1 (configuration not stated)	-9	-3	1	5	-9	2	-0.5	100	0.0
CC(=O)c1c(C)[nH]c(C(=O)CSc2nnc(-c3ccco3)o2)c1C	5	-6	-7	1	-11	7	4.1	127	4.9
COc1cccc(S(=O)(=O)NCc2ccc(C(=O)NCc3ccccn3)cc2)c1	0	0	-7	9	nt	0	nt	102	nt
CCOc1ccc(C(=O)Nc2nnc(S(=O)(=O)N3CCCCC3)s2)cc1	-3	-7	-5	18	2	1	2.0	104	1.0
Cc1ccc2c(-c3ccc([N+](=O)[O-])cc3)cc(=O)[nH]c2c1	5	1	2	5	-2	3	0.4	106	0.3
CCOc1ccc(NCC2CCOC(C)(C)C2)cc1 (configuration not stated)	6	1	-3	-8	-13	4	-0.8	107	0.0
CCCCn1c(N)c(N(CC(C)C)C(=O)CSCC(=O)Nc2ccc(C)cc2)c(=O)[nH]c1=O	nt	-3	nt	nt	-3	nt	-0.7	nt	-0.1
Cc1cc2c(SCC(=O)NCC3CCCO3)ncnc2s1 (configuration not stated)	-1	-6	0	18	nt	-5	nt	100	nt
COC(=O)c1sccc1NC(=O)Cn1cnc2c1c(=O)n(C)c(=O)n2C	-11	-3	-12	8	-16	2	0.1	104	0.8
COc1ccc(NC(=O)CCN2C(=O)C3C4C=CC(C4)C3C2=O)cc1 (configuration not stated)	-11	-4	-5	-3	-2	-1	1.0	106	-0.1
